SMARCA2 act: increases SMARCA2 function in MMTV reporter cells | MG213 cells, MMTV-luciferase reporter, dexamethasone, overnight | activation, % at 9.1 µM | 370,000 tested, 1% active | AID 652017; in the data active = activation above about 7.8%;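 note: 0% = vehicle wells and 100% = reference activator wells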
DAX1 inh-1: inhibitors of DAX1 repression of SF-1 activated StAR promoter. HEK293T StAR-luciferase reporter, SF-1/DAX-1 repression relief. inhibition, % at 6.8 µM. 370,000 tested, 1.1% active. AID 652010;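 active = inhibition above the mean over all tested compounds plus 3 SD, cut at about 3.6% in these data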;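 note: 0% = DAX-1 cells with DMSO and 100% = cells lacking DAX-1 with DMSO; higher inhibition means more luminescence from relief of DAX-1 repression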
ssDAF12 agonist: activates DAF-12 receptor from parasite S. stercoralis. HEK293 ssDAF-12/GRIP1 lit1-tk-luc reporter, luminescence; % of 3 µM dafachronic acid response. activation, % at 6.8 µM. 370,000 tested, 1% active. AID 652126;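 active = activation above the mean over all tested compounds plus 3 SD, cut at about 0.9% in these data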;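 note: 0% = DMSO-only wells and 100% = 3 µM delta7-dafachronic acid wells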
DAX1 inh-2: inhibitors of human orphan nuclear receptor DAX1 (NR0B1); P51843; HEK293 Gal4-DAX1 luciferase reporter, luminescence; inhibition, % at 6.75 µM; 340,000 tested, 0.99% active; AID 504766;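 active = inhibition above the mean over all tested compounds plus 3 SD, cut at about 4.2% in these data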;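 note: 0% = DAX1-transfected cells with DMSO and 100% = empty-vector control cells with DMSO; inhibition shows as a rise in luminescence from relieved DAX1 repression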
hcDAF-12 act: activates DAF-12 receptor from parasite H. contortus | HEK293 hcDAF-12 lit1-tk-luc reporter, luminescence; 0% DMSO, 100% Δ7-dafachronic acid | activation, % at 6.8 µM | 370,000 tested, 1.4% active;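 active = activation above the mean of all tested compounds plus 3 SD, cut at about 5.5% in these data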;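 note: 100% = response to 3 µM Δ7-dafachronic acid high control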
GAA850 FXN act: activators of GAA850 frataxin (FXN) promoter. HEK293 lucGAA850 FXN promoter luciferase reporter, 24 h; percent of 10 µM SAHA response. activation, % at 6 µM. 360,000 tested, 0.56% active. AID 540364;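 active = activation above the average of all compounds screened plus 3 SD, cutoff fixed separately per campaign, cut at about 7.5% in these data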;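 note: 0% = DMSO wells and 100% = 10 µM SAHA wells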
sPLA2-III inh: Blocks human group III sPLA2 activity; QFRET BODIPY PC-A2 liposome hydrolysis, fluorescence; AID 743126; 370,000 tested, 0.56% active; inhibition, % at 12.2 µM;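 active = inhibition above mean plus 3 SD of compounds lying within the high and low control bounds, cut at about 19% in these data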;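 note: 0% = median of test compound wells and 100% = no enzyme DMSO wells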
Rev-erbA mod: modulators of human Rev-erb alpha DNA binding; Rev-erbα–FITC-DNA binding, fluorescence polarization, 90 min; activity, % at 10 µM; 370,000 tested, 0.79% active; AID 1259318;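 active = activity above about 14%, limit read from the data; passing the limit was not always enough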;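 note: 0% = DMSO wells with 35 nM protein and 100% = DMSO wells with 750 nM protein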
PLC-beta3 inh: inhibitors of human phospholipase C beta3; inhibition, % at 12.2 µM; 370,000 tested, 0.18% active; Purified PLC-beta3, fluorogenic substrate, fluorescence; Q01970; in the data active = inhibition above about 11%;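 note: 0% = median of compound wells on plate and 100% = full blocker control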
Target sequence (Q01970 whole entry, looked up): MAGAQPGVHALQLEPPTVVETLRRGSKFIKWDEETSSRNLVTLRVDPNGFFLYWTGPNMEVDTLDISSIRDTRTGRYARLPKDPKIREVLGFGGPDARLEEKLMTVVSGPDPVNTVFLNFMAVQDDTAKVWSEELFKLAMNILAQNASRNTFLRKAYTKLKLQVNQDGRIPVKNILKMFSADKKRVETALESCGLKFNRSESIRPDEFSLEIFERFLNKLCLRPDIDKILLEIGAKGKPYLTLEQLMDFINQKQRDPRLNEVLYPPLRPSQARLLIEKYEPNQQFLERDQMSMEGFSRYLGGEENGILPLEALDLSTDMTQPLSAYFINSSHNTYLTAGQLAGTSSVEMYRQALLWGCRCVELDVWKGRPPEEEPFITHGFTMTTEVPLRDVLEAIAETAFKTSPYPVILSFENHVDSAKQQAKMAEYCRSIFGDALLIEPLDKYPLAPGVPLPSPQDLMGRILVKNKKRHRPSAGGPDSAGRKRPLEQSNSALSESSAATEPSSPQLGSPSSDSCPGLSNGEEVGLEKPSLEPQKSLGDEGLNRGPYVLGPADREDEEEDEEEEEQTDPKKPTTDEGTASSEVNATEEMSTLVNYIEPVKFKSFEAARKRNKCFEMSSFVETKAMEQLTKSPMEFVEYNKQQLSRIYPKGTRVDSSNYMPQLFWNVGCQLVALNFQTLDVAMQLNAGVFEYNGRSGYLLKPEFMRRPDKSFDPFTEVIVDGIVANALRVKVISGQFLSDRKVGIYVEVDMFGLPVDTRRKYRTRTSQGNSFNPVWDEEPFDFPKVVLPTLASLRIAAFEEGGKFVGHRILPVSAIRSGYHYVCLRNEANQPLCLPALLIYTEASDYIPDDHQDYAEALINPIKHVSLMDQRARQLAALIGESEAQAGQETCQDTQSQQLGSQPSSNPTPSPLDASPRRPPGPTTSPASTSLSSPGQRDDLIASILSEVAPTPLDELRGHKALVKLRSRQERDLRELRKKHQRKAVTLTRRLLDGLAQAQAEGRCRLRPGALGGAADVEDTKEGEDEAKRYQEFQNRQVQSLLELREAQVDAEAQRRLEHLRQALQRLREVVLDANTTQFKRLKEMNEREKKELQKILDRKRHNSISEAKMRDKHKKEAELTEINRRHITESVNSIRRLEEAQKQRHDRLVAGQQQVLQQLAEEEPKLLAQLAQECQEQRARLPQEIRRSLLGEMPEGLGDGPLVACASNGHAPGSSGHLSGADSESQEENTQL
hgDAF-12 ag: hgDAF-12 agonism, primary luciferase screen | 370,000 tested, 1.8% active | HEK293 GAL4-hgDAF12 UAS-luciferase reporter, agonist luminescence; normalized to butyrate control | AID 687014 | activation, % at 6.8 µM;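 active = activation above a cutoff set at the mean of all screened compounds plus 3 SD, cut at about 10% in these data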;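 note: 0% = DMSO wells and 100% = sodium butyrate wells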
PG9 Ab binder: PG9 antibody binding by small molecule; TR-FRET gp120-PG9 antibody binding; inhibition, % at 6.7 µM; 360,000 tested, 0.43% active; AID 624416; in the data active = inhibition above about 8.5%
Active calls of the source: *; i = inactive; . = not tested or not shown; & = joins results of further samples.

SMILES | SMARCA2 act | DAX1 inh-1 | ssDAF12 agonist | DAX1 inh-2 | hcDAF-12 act | GAA850 FXN act | sPLA2-III inh | Rev-erbA mod | PLC-beta3 inh | hgDAF-12 ag | PG9 Ab binder
COc1cccc(C(=O)OC(C)C(=O)NCC2CCCCC2)c1 (stereo not drawn) | 0 | -1.5 | -0.6 | -0.1 | -2.5 | 2.4 | 5 | 4 | -4 | -3.9 | 1.5
CCCCCN(C(=O)NC(=O)Nc1ccccc1C)S(=O)(=O)c1ccccc1 | 1 | -0.5 | -1.0 | 2.7 | 0.3 | 1.8 | -4 | -3 | 1 | -0.8 | -1.3
Cc1ccc(OCCn2c(=O)oc3ccc(C)cc32)cc1 | -3 | -0.3 | -1.5 | 0.0 | -1.1 | 4.1 | -9 | 5 | -4 | -2.2 | 0.0
O=C(CC1C(=O)NC2CCCCC2N1C(=O)c1ccc(F)cc1)Nc1ccccc1 (stereo not drawn) | -4 | 1.3 | -1.1 | -0.3 | 0.2 | -1.3 | -2 | -4 | 10 | 1.9 | 0.1
NC(=O)CSc1n[nH]c(-c2ccco2)n1 | -3 | -0.7 | 0.1 | -0.5 | -1.6 | -0.6 | 7 | 1 | 0 | -1.6 | 0.9
Nc1nc(NCCCN2CCOCC2)nc(Nc2ccc(F)cc2)c1[N+](=O)[O-] | 0 | 0.2 | -1.1 | 0.0 | -2.3 | 2.4 | -7 | -8 | 6 | -0.5 | -0.8
C(=NN=Cc1c[nH]c2ccccc12)c1c[nH]c2ccccc12 | 4 | -0.1 | -0.1 | 1.4 | 6.1* | 0.6 | -2 | -3 | 0 | 3.2 | -1.1
O=C(CCNC(=O)c1ccc(Br)cc1)Nc1ccc(S(=O)(=O)N2CCOCC2)cc1 | -3 | -1.3 | -1.3 | 0.2 | 0.5 | 0.5 | -4 | -2 | -1 | 1.7 | 1.3
O=[N+]([O-])c1ccc(S(=O)(=O)NCC2CCCO2)cc1 (stereo not drawn) | -2 | -0.3 | -1.4 | -0.9 | -1.4 | 0.5 | 2 | 5 | 4 | 0.1 | -2.0
Cc1ccc(-c2c(C(=O)NC3CCCC3)oc(=O)c3ccccc23)cc1 | -4 | -0.7 | -1.7 | . | -1.7 | . | 7 | 6 | 3 | -1.4 | .
O=C(CNS(=O)(=O)c1ccccc1F)OCC(=O)c1c[nH]c2ccccc12 | -1 | 2.7 | 0.2 | 0.3 | 4.0 | 0.9 | -29 | 1 | -8 | -0.3 | -0.8
COc1ccc(C(=O)[C@H]2[C@H]3C(=O)N(c4ccc(OC(C)=O)cc4)C(=O)[C@H]3C3C=CC=NN32)cc1 (stereo partly drawn) | 0 | -0.6 | 0.0 | 2.8 | -0.8 | 1.4 | -20 | 2 | -30 | 2.1 | -2.0
CC/C(C)=N/Nc1nc2c(c(=O)[nH]c(=O)n2C)n1Cc1ccccc1 | -2 | -0.3 | -0.6 | 0.2 | -0.7 | 0.1 | 4 | 3 | -20 | -2.6 | -4.6
C/C(Cl)=C/Cc1c(C)[nH]c2ccc(C)cc2c1=O | -1 | 0.2 | -0.7 | 1.0 | 0.1 | 4.2 | 3 | 4 | 1 | 6.0 | -0.6
Cc1cc(S(=O)(=O)NCc2ccccc2)ccc1OCC(=O)NCc1cccnc1 | -1 | -0.2 | -1.5 | -1.3 | -0.9 | 0.7 | -8 | -2 | -5 | 0.4 | -1.0
CCOC(=O)c1cc(CC)sc1NC(=O)c1cc([N+](=O)[O-])ccc1N1CCOCC1 | -1 | -0.4 | -0.6 | 0.8 | 2.3 | -3.0 | 4 | 2 | 0 | -0.5 | -2.3
Cn1c(NCCc2ccncc2)nc2cc(-c3ccccc3)sc2c1=O | -4 | 0.1 | -1.2 | . | -0.6 | 3.7 | 0 | -1 | -6 | 1.1 | 0.5
Oc1c(N=NC(=S)Nc2ccccc2F)c2ccccc2n1Cc1ccccc1Cl | -1 | 0.5 | -1.1 | 0.2 | -0.7 | 0.5 | 4 | 2 | -1 | 0.5 | 0.3
CC(C)(C)n1nnnc1C(c1ccccc1)N1CCN(C/C=C/c2ccccc2)CC1 (stereo not drawn) | -5 | 0.3 | -1.3 | . | -1.8 | . | -20 | 6 | 2 | -0.1 | 0.1
O=C(O)c1cccc(NC(=S)N/N=C/c2ccccc2OCc2cccc(Br)c2)c1 | 4 | 0.6 | -2.0 | -0.5 | -0.8 | -1.1 | -2 | -2 | -25 | 3.6 | -3.6
COc1ccc(CCN(Cc2cc3cccc(C)c3[nH]c2=O)C(=O)NC2CCCCC2)cc1OC | 0 | -1.1 | -1.6 | -0.7 | -2.3 | -5.7 | -4 | 1 | -6 | -3.8 | 0.1
O=C(CSc1nnc(-c2ccncc2)n1-c1ccccc1)NCC1CCCO1 (stereo not drawn) | 1 | -1.5 | -0.8 | -0.1 | -1.0 | 1.5 | 0 | -11 | 1 | 2.7 | -1.9
O=C(O)CSc1ccccn1 | 1 | 0.0 | -1.6 | -0.1 | -1.7 | 0.0 | 3 | 0 | 4 | 0.6 | 1.5
Cc1nn(C)c(C(=O)N/N=C/c2ccc(Br)cc2)c1Cl | -1 | 0.1 | -1.3 | 0.3 | -1.8 | -0.3 | 13 | 1 | -5 | 3.6 | -0.6
OCC1CCN(Cc2cn(Cc3ccccc3)nc2-c2cc3ccccc3o2)CC1 | 3 | 0.0 | -1.3 | 0.2 | -0.5 | 0.8 | -17 | -5 | -3 | 1.9 | -3.3
CCOC(=O)c1ccccc1NC(=O)CN1C(=O)CCS(=O)(=O)c2ccccc21 | 0 | 0.7 | -1.6 | -0.8 | 0.0 | 2.0 | 2 | 0 | 2 | -0.8 | -0.9
C/C(CCc1ccc2c(c1)OCO2)=N\N=C1\NC(=O)CC(C(=O)Nc2ccc(Cl)cc2)S1 (stereo not drawn) | 11* | -0.7 | -1.3 | 0.5 | -0.5 | 0.0 | -5 | -4 | -3 | -5.3 | -2.0
CCOC(=O)c1nnn2c1nc(N1CCOCC1)c1ccccc12 | -1 | -0.1 | -1.1 | . | 0.4 | -1.5 | 9 | 0 | -3 | -2.8 | -1.3
CC(=O)Nc1ccc(NC(=O)c2c([N+](=O)[O-])cnn2C)cc1 | 2 | -0.1 | -1.3 | -1.6 | -0.3 | -2.2 | 1 | 2 | 4 | -0.1 | 0.3
COC(=O)[C@@H](NC(=O)N(C1CCCCC1)C1CCCCC1)C(C)C | 0 | 0.0 | -0.8 | -0.5 | -2.2 | -2.4 | -1 | -2 | 2 | 1.1 | -0.2
Cc1ccc(C(=O)C[n+]2cc(-c3ccc(C)cc3)n3c2CCCCC3)cc1 | -7 | -3.9 | -2.3 | -4.0 | -4.0 | -6.7 | -38 | 1 | 5 | -8.9 | -3.2
CCC1(C)Cc2ccccc2-c2nc(NCCCO)n(C)c(=O)c21 (stereo not drawn) | -2 | -0.3 | -2.3 | 1.7 | -1.3 | -0.1 | -5 | -8 | i | 0.5 | 0.2
COc1ccc(N2CCN(C(=O)c3cc(=O)c4ccc(C)cc4o3)CC2)cc1 | 12* | 0.1 | -1.0 | 2.9 | 0.6 | 1.1 | 3 | -3 | -3 | -0.9 | -1.8
Nc1nonc1N1CCCCC1 | -5 | -0.6 | -1.4 | 0.1 | -0.3 | 1.1 | 3 | -3 | 0 | 0.1 | 0.6
CC1CCN(c2ccc(S(=O)(=O)N3CCC(C)CC3)cc2N)CC1 | -5 | -0.5 | -1.0 | -0.8 | -3.0 | 0.6 | 8 | -11 | -6 | -2.7 | 0.1
CC(=O)Nc1ccc(NC(=O)CSc2nnc(-c3ccco3)n2Cc2ccco2)cc1 | 0 | -1.8 | -1.2 | 0.2 | -0.2 | -1.5 | 2 | -6 | 0 | 0.8 | -0.7
CC(C)(C)c1nc(SCC(=O)NC2CCCC2)c2ccccc2n1 | -3 | 0.3 | -1.1 | 0.4 | -0.6 | -1.6 | 5 | 3 | 0 | -0.4 | 9.9*
NS(=O)(=O)c1ccc(CNC(=O)c2cc(=O)c3ccccc3o2)cc1 | -1 | 0.2 | -0.6 | 0.5 | 0.1 | -1.6 | -2 | -1 | -5 | -0.1 | -0.3
COc1cc(/C=C(\C#N)C(=O)NCc2cccs2)ccc1O | 3 | -0.1 | -0.8 | 1.4 | 1.7 | -0.1 | 4 | -5 | -9 | 2.4 | -2.6
O=C(Nc1cc(Cl)cc(Cl)c1)C1CCC(=O)N1Cc1ccccc1Cl (stereo not drawn) | -2 | -0.3 | -1.9 | -0.1 | -1.3 | -0.2 | -29 | 2 | 7 | -3.7 | -2.0
COc1cc(S(=O)(=O)Nc2ccc3cn[nH]c3c2)ccc1Cl | -4 | 0.5 | -1.1 | -0.8 | 4.4 | 1.1 | -43 | -5 | 1 | 1.1 | -2.1
CO[C@@]1(NC(=O)Cc2cccs2)C(=O)N2C(C(=O)O)=C(COC(N)=O)CS[C@@H]21 | 4 | -0.6 | -0.7 | 0.2 | -0.8 | 1.0 | -6 | 1&-1 | -9 | 2.3 | -1.8
CC(=O)Nc1ccc(NC(=O)c2ccc(C)c(S(=O)(=O)Nc3cccc(C)c3)c2)cc1 | -7 | -1.4 | -0.5 | -0.8 | -2.6 | 0.2 | -23 | -2 | 1 | -3.8 | -2.4
C[C@H](NC(=O)[C@@H]1CCCN1C(=O)OC(C)(C)C)c1ccccc1 | -2 | -0.9 | -0.3 | . | 0.9 | . | 3 | -2 | 2 | 6.4 | 1.2
CN1CCN(c2ccccc2NC(=O)c2ccc([N+](=O)[O-])cc2Cl)CC1 | -3 | 1.3 | -1.7 | 0.2 | -0.7 | 1.3 | 6 | -3 | -2 | 0.3 | 0.2
COc1ccc2c(-c3ccccc3)cc(SCC(=O)N(C)C)nc2c1 | 0 | -3.1 | -1.8 | -1.3 | -3.1 | 0.3 | -9 | 1 | -15 | -2.6 | -1.6
O=C(NCC1CCCO1)c1cn(Cc2ccccc2Cl)nc1-c1ccccc1 (stereo not drawn) | -1 | -1.0 | -0.3 | -1.3 | -0.5 | 0.2 | -1 | 1 | -1 | -2.0 | 1.3
C=CCN1CCN(C(=O)c2cc3c(s2)CCC(CC)C3)CC1 (stereo not drawn) | 4 | 0.2 | -1.0 | -0.2 | 0.4 | 2.5 | 6 | 4 | 1 | 4.1 | -0.2
COc1ccc(OC)c(/C=C/c2ccnc3ccccc23)c1 | 0 | -4.6 | -0.9 | -3.3 | -0.3 | -5.9 | -9 | 10 | -392 | 5.4 | -0.2
CC(C)C(c1nnnn1Cc1ccc(F)cc1)N1CCN(C(=O)c2ccco2)CC1 (stereo not drawn) | 1 | 0.4 | -0.4 | 0.0 | -0.4 | -0.8 | 0 | 2 | 3 | -1.5 | -2.2
O=C(c1cccc(F)c1F)N1CCCC1 | -2 | -0.1 | -1.1 | 0.5 | -1.3 | -0.3 | 7 | -4 | 0 | -0.7 | 1.6

Screening data (PubChem BioAssay)
